Source: PubChem BioAssay (National Center for Advancing Translational Sciences (NCATS))
LmPK inh: blocks Leishmania mexicana pyruvate kinase activity. Q27686. purified LmPK, Kinase-Glo ATP luminescence, 1 h. Potency, µM (doses to about 57.5 µM), without a hit: at the highest dose activity change, negative = inhibition, most hits filed as inhibitors. hit rate 0.37% among 290,000. AID 1721; also: potency is read from the fitted curve at half-maximal effect
Target sequence (Q27686 whole entry, looked up): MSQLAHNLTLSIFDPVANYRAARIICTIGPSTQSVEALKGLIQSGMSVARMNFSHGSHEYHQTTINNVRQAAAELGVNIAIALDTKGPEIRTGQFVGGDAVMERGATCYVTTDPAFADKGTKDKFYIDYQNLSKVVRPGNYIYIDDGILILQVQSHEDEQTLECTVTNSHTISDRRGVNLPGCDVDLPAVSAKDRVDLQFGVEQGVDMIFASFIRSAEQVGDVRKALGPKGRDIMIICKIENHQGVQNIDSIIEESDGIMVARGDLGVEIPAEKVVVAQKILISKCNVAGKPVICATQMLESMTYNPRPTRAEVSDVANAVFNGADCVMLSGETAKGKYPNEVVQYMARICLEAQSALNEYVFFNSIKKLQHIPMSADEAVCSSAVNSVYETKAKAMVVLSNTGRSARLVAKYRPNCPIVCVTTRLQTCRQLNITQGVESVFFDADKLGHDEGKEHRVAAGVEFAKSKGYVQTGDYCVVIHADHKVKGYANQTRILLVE
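Pyruvate kinase activity monitored as ATP production (luciferase luminescence). Conditions: 0.1 nM enzyme, 0.5 mM PEP, 0.1 mM ADP, 1 h, RT; normalized against uninhibited and no-enzyme wells.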
TbPYK inhibitor: inhibitors of Trypanosoma brucei pyruvate kinase; Q57TT1; TbPYK enzyme, Kinase-Glo Plus ATP luminescence, 45 min; Potency, µM (highest dose often 76.8 µM), without a hit: at the top dose activity, negative = inhibition, most hits filed as inhibitors; hit rate 0.12% among 410,000; AID 624173; also: potency is read from the fitted curve at half-maximal effect; nearly all actives have a fitted effect of over 50% in size
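Readout: single end-point luminescence (Kinase-Glo Plus, 10 min). Reaction conditions were TbPYK/substrate plus 130 uM ADP, 45 min at RT, pH 7.2 TEA buffer. No-enzyme wells served as controls, and data were normalized before concentration-response fitting.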
Sm TGR block: blocks Schistosoma mansoni thioredoxin glutathione reductase | Q962Y6 | purified TGR, DTNB reduction, TNB absorbance 405 nm | Potency, µM (top dose mostly 114 µM), for inactives: top-dose activity change, negative = inhibition, actives largely listed as inhibitors | hit rate 3% among 360,000 | AID 485364; also: potency is read from the fitted curve at half-maximal effect; nearly all actives have a fitted effect of over 60% in size
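TGR 20 nM + NADPH 100 uM (dispensed conc.), cpd preinc 15 min RT; start with NADPH (500 uM addition) then DTNB (15 mM addition). Kinetic TNB absorbance, 405 nm filter. Four-parameter Hill fit across titration.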
AMA1-RON2 inh: disrupts binding of P. falciparum AMA1 to RON2; AlphaScreen AMA1-biotinylated RON2 peptide binding; Potency, µM (top dose mostly 58.2 µM), for inactives: at the highest dose activity change, negative = inhibition, hits mostly inhibitors; hit rate 0.2% among 360,000; AID 720542;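 also: potency is read from the fitted curve at half-maximal effect; 0% = vehicle wells and -100% = peptide control; nearly all actives have a fitted effect of over 45% in size; some results filed as inactive show a strong effect at the top dose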
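AMA1 (3D7) with his tag at 25 nM final met compounds first, then biotinylated RON2 peptide at 25 nM; detection used donor plus acceptor beads, 10 µg/mL apiece, read by AlphaScreen after 30 min at room temperature.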
HCMV antiviral: inhibitors of human cytomegalovirus; HFF cells, HCMV-luciferase reporter, 72 h; hits give low values; activity change, negative = inhibition, % at 57.5 µM; hit rate 4.5% among 410,000; AID 1259415; in the data active = activity change below about -60%; inconclusive = no clear call, values can overlap the other calls; inactive = above about -39%
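Cell-based, HFFs, 1000 cells/well, 16 h 37C; cpds in DMSO + HCMV-luc, MOI 1 PFU/cell; 72 h 37C; OneGlo luminescence after 5 min RT; norm. to buffer vs Salinomycin 10uM.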
AmpC no deterg: AmpC beta-lactamase inhibition without detergent; P00811; AmpC nitrocefin hydrolysis, absorbance 480 nm, 0.0001% Triton; Potency, µM (top dose mostly 57.1 µM), inactives show at the highest dose activity change, negative = inhibition, hits mostly inhibitors; hit rate 0.52% among 330,000; AID 485341;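 also: potency is read from the fitted curve at half-maximal effect; plate controls were no compound for no effect and no enzyme for full effect; nearly all actives have a fitted effect of over 20% in size; some results filed as inactive show a strong effect at the top dose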
Target sequence (P00811 whole entry, looked up): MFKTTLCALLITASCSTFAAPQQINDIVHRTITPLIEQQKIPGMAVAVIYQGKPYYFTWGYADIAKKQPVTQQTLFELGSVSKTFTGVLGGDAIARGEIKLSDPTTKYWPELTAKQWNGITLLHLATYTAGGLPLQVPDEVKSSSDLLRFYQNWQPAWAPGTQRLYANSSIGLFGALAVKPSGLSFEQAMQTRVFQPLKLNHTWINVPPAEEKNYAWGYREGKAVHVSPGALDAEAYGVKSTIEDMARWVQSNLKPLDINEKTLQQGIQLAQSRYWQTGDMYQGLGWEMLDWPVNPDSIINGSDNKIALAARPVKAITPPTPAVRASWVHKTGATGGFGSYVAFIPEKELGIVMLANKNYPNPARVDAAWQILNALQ
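AmpC (5.3 nM in the dispensed reagent) in 20 mM phosphate pH 7.0 with 0.01% (detergent screen) or 0.0001% Triton X-100 was preincubated with compounds for 15 min at room temperature. Nitrocefin was then added from an 800 uM solution, and hydrolysis was followed at 480 nm.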
AmpC detergent: inhibitors of E. coli AmpC beta-lactamase with detergent; P00811; AmpC hydrolysis of nitrocefin, absorbance 480 nm, 0.01% Triton; Potency, µM (doses to about 114 µM), for the others: at the highest dose activity change, negative = inhibition, usual class: inhibitors; hit rate 0.041% among 370,000; AID 485294;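 also: potency is read from the fitted curve at half-maximal effect; 0% = no-compound wells and -100% = no-enzyme wells; nearly all actives have a fitted effect of over 25% in size; some results filed as inactive show a strong effect at the top dose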
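20 mM phosphate pH 7.0 + 0.01% (detergent screen) or 0.0001% Triton X-100; 5.3 nM AmpC reagent; cpd preinc 15 min RT; nitrocefin (800 uM stock) to start; A480 q20 s × 4 min; Activity was normalised to no-enzyme and no-compound control wells.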
An asterisk follows results filed as active; ? = inconclusive; / = not tested or not shown; & = joins results of further samples; [ ] = remark or other dose. Unless noted, calls follow the shape of the dose curve; as a rule, active = well fitted curve in the direction sought with a large enough effect; inconclusive = small, poorly fitted or top-dose-only effect, or another doubt; inactive = no such curve, though single readings can be large; an effect the other way counts as inactive or inconclusive. Unless noted, % is scaled to controls: 0 for no effect and ±100 for the full control effect.

SMILES	LmPK inh	TbPYK inhibitor	Sm TGR block	AMA1-RON2 inh	HCMV antiviral	AmpC no deterg	AmpC detergent
Cc1ccc(S(=O)(=O)C(CNC(=O)C(=O)NCc2ccc(Cl)cc2)c2cccs2)cc1 (centres undefined)	/	1%	22µM*	/	-22	/	-4%
O=C(N/C(=C\c1ccccc1)C(=O)N1CCCCC1)c1ccco1	7%	0%	-8%	-20%	-4	4%	-9%
C(=N\Nc1nc2ccccc2[nH]1)/C1CCCCC1	-12%	-2%	-4%	7%	-87*	-50%	-9%
CCn1cc(C(=O)NCCCN(CC(C)C)CC(C)C)c(=O)c2cc(S(=O)(=O)N3CCOCC3)ccc21	2%	-2%	-29%	4%	-28	40%	4%
O=C(c1ccccc1)c1ccc(OCCO)cc1	6%	-5%	0%	9%	38	0%	1%
Cc1c(C(=O)NCCCN2CCCCC2)oc2ccc3c(c12)C(O)CC1(CCCCC1)O3 (centres undefined)	0%	-18%	-12%	14%	-16	0%	1%
COCCNC(=S)N1CCC2CC1c1c(Cl)cccc12 (centres undefined)	/	0%	/	-7%	15	/	/
CC1CCC(NC(=O)CN2C(=O)C3CCCN3c3ncc(Cl)cc32)CC1 (centres undefined)	2%	/	-32%	/	/	7%	2%
CNC(=O)O/N=C(\N)Cc1csc2ccccc12	0%	1%	12%	-12%	60	-23%	-7%
CCN(CC(=O)NCc1ccc(F)cc1)C(=O)c1oc2ccccc2c1C	7%	-3%	-6%	-3%	-35	41%	-7%
Cc1c(C(=O)O)oc2c1C(O)CC(C)(C)C2 (centres undefined)	-3%&-5%	0%&-2%	7%&8%	2%&12%	9&25	-14%&-25%	?
CCCCS(=O)CC(CS(=O)CCCC)OC(=O)c1ccccc1 (centres undefined)	1%	5%	0%	4%	9	15%	-17%
CCOC(=O)c1ccccc1NC(=O)COC(=O)CCNS(=O)(=O)c1ccc(C)c(C)c1	/	1%	-2%	0%	?	-1%	-15%
O=c1[nH]c(SCc2n[nH]c(=S)n2-c2ccccc2)nc2ccccc12	-22%	?	-4%	26%	1	-26%	?
CSc1nc(N2CCCC2)c2c(c1C#N)CC(C)(C)OC2	3%	-1%	5%	3%	39	-21%	9%
CC1SC(=Nc2ccccc2)N(S(=O)(=O)c2ccccc2)C1=O (centres undefined)	-1%	1%	8%	4%	18	-15%	-10%
CC(=O)N1CCN(c2ccccc2NC(=O)c2ccc(Br)o2)CC1	-8%	-1%	-2%	8%	-4	-5%	5%
C/C(=N/NC(=O)Cc1ccccc1)c1ccc(C)s1	4%	3%	-14%	8%	48	-35%	4%
O=C(c1cn(-c2ccccc2)nc1-c1cccs1)N(CCO)Cc1ccccc1	5%	9%	-5%	-8%	62	52%	-4%
O=c1[nH]c(SCc2ccccc2[N+](=O)[O-])nc2nc[nH]c12	1%	2%	0%	-8%	?	-23%	-6%
CCc1nc(CNC(=O)C2CCC(=O)N(CCc3ccc(OC)cc3)C2)cs1 (centres undefined)	-6%	-1%	0%	11%	10	22%	3%
O=C1CC(c2ccc3c(c2)OCO3)Sc2nc3ccccc3n21 (centres undefined)	?	-2%	-10%	4%	?	-50%	3%
Cc1ccccc1C(=O)Nc1nnc(SCc2cc(=O)n3ccccc3n2)s1	/	-2%	6%	/	-36	/	-3%
CCOC(=O)C1CCN(S(=O)(=O)c2ccc(C)cc2)CC1	5%	3%	-5%	1%	-23	-5%	5%
COC(=O)C1(C(F)(F)F)C2C=CC(C2)N1S(=O)(=O)c1ccc(C)cc1 (centres undefined)	-2%	0%	-17%	0%	?	9%	4%
CCCCNC(=O)C(=O)N/N=C/c1ccc(OCC(=O)Nc2cccc(OC)c2)c(OC)c1	1%	5%	3%	-8%	-11	-12%	0%
Cc1c(NC(=O)COC(=O)c2ccccc2Cl)c(=O)n(-c2ccccc2)n1C	-6%	-2%	-3%	26%	1	-7%	-1%
COc1ccc(NC(=O)CN(C)C(=O)c2cn(-c3ccccc3)nc2-c2ccc(F)cc2)cc1	/	4%	-10%	43%[activator]	11	8%	-7%
Cc1cc2n(n1)CCC(=O)N2Cc1ccc(C(=O)Nc2cccc(C(F)(F)F)c2)cc1	/	3%	3%	/	-29	/	9%
CCOc1ccc2c(c1)n([O-])c1c([n+]2=O)CCCC1	-6%	-13%	5.6µM*	-3%	3	-21%	6%

Some of the entries so far, field by field.
CCOC(=O)C1CCN(S(=O)(=O)c2ccc(C)cc2)CC1
  LmPK inh: 5%	TbPYK inhibitor: 3%	Sm TGR block: -5%	AMA1-RON2 inh: 1%	HCMV antiviral: -23	AmpC no deterg: -5%	AmpC detergent: 5%
CCCCNC(=O)C(=O)N/N=C/c1ccc(OCC(=O)Nc2cccc(OC)c2)c(OC)c1
  LmPK inh: 1%	TbPYK inhibitor: 5%	Sm TGR block: 3%	AMA1-RON2 inh: -8%	HCMV antiviral: -11	AmpC no deterg: -12%	AmpC detergent: 0%
Cc1cc2n(n1)CCC(=O)N2Cc1ccc(C(=O)Nc2cccc(C(F)(F)F)c2)cc1
  LmPK inh: /	TbPYK inhibitor: 3%	Sm TGR block: 3%	AMA1-RON2 inh: /	HCMV antiviral: -29	AmpC no deterg: /	AmpC detergent: 9%

Next compounds
SMILES	LmPK inh	TbPYK inhibitor	Sm TGR block	AMA1-RON2 inh	HCMV antiviral	AmpC no deterg	AmpC detergent
COC(=O)c1c(NC(=O)c2nc3ccccc3s2)sc2c1CC(C)(C)NC2(C)C	-2%	0%	-1%	34%[activator]	-26	-18%	9%
Cc1nn(CCC(=O)NC(C)C)c(=O)c2nn(-c3ccccc3)c(C)c12	/	-9%	0%	/	5	/	5%
O=C(Cn1ncc2c3ccccc3n(Cc3cccc(Cl)c3)c2c1=O)NCc1cccs1	/	-5%	5%	/	4	/	16%
Cc1ccc(S(=O)(=O)n2nc(-c3ccc(Cl)cc3)nc2NCc2ccccc2)cc1	/	-2%	7%	/	8	/	1%
CN(C)S(=O)(=O)N1CCN(CC(O)COc2ccc3cc(Br)ccc3c2)CC1 (centres undefined)	7%	2%	-1%	-5%	-13	185%[activator]	-6%
CN1OC[C@@H]2CN3C(=O)N(c4cccc5ccccc45)c4ccccc4[C@@H]3C[C@@H]21	/	-16%	/	2%	-102*	/	/
c1ccc(CCN2CCN=C2Nc2ccccc2)cc1	-5%	7%	-13%	10%	?	0%	-20%
COc1ccc(CCn2c(C)cc(C(=O)CSc3nc(N)cc(=O)[nH]3)c2C)cc1	4%	-15%	0%	-3%	-95*	-19%	-1%
CCCN(CCC)Cc1cc(=O)oc2cc3c(cc12)CCC3	-3%	3%	-33%	-12%	8	-28%	6%
O=C1c2ccccc2[C@@H]2C[C@@H](O)[C@H](Nc3ccccc3-c3ccccc3)CCN12	/	3%	/	-19%	-27	3%	/

Among those listed so far, these contain a CF3 group:
SMILES	LmPK inh	TbPYK inhibitor	Sm TGR block	AMA1-RON2 inh	HCMV antiviral	AmpC no deterg	AmpC detergent
COC(=O)C1(C(F)(F)F)C2C=CC(C2)N1S(=O)(=O)c1ccc(C)cc1 (centres undefined)	-2%	0%	-17%	0%	?	9%	4%
Cc1cc2n(n1)CCC(=O)N2Cc1ccc(C(=O)Nc2cccc(C(F)(F)F)c2)cc1	/	3%	3%	/	-29	/	9%

Next section
SMILES	LmPK inh	TbPYK inhibitor	Sm TGR block	AMA1-RON2 inh	HCMV antiviral	AmpC no deterg	AmpC detergent
CC[C@@]1(C(=O)OC)N[C@H](CN(C)C(=O)COc2ccccc2)[C@@H]2C(=O)N(Cc3ccccc3)C(=O)[C@@H]21	/	8%	/	14%	-21	117%[activator]	/
COCc1cc(C)nc(OCC(=O)N/N=C/c2ccc(C)o2)c1C#N	10%	-1%	-29%	30%	-23	-24%	6%
Cc1ccccc1CC1(CO)CCCN(Cc2ccc(C#CC(C)(C)O)cc2)C1 (centres undefined)	0%	-3%	7%[57.1 µM]	13%	-27	110%[activator]	0%
CCCCOC(=O)Cn1cnc2ccc(Br)cc2c1=O	6%	0%	-19%	-1%	11	3%	?
COc1ccc(-c2nn(-c3ccccc3)cc2/C=C(/C#N)C(N)=O)cc1[N+](=O)[O-]	3%	-6%	7%	1%	35	0%	-5%
O=C(O)c1ccccc1N/N=C\c1ccnc2ccccc12	-17%	-9%	0%	-8%	?	-27%	?
CCn1c(SCC(=O)Nc2sc3c(c2C#N)CCC(C(C)(C)C)C3)nnc1-c1ccco1 (centres undefined)	5%	3%	-15%	2%	-14	-39%	?
Cc1cc2nc(N(Cc3cccnc3)C(=O)c3ccc(Cl)s3)sc2cc1C	/	7%	39%	/	139	/	2%
COc1ccc(OC)c(CN2CCN(C(=O)c3cc(S(=O)(=O)N4CCOCC4)ccc3C)CC2)c1	/	-2%	/	-2%	0	/	/
Cc1cc(C(=O)Nc2ccccc2C)n(-c2ccccc2)n1	1%	-5%	-7%	8%	?	-8%	-8%
Cc1ccc(O)c(NS(=O)(=O)c2cccc3nsnc23)c1	-1%	-15%	-9%	3%	?	-30%	-5%
CCN(Cc1cccs1)C(=O)CN1C(=O)NC(c2ccccc2)(c2ccccc2)C1=O	/	1%	-7%	-10%	-19	-4%	?
CCn1cc(C2CC(=O)NC2=O)c2ccccc21 (centres undefined)	2%	5%	4%	13%	-21	-9%	1%
OC1(c2ccccc2)CCN(Cc2ccccc2)CC1	2%	3%	5%	0%	-16	-40%	-3%
CCOc1ccc(-n2c(=S)sc3c(=O)n(-c4ccccc4)c(SCC(=O)O)nc32)cc1	5%	-2%	9%	14%	0	-14%	-4%
CC1=C(C(=O)N2CCOCC2)CC(CC(=O)NCc2cccc3ccccc23)C(=O)N1CCCN1CCCC1=O (centres undefined)	/	-5%	/	22%	1	/	/

An unsorted share of the library (roughly 7.4% active in at least one column).
